Dengue-2 NS5 capping = Dengue-2 NS5 methyltransferase inhibitors, primary screen, biochemical, confirmation dose response (AID 588689); Dengue-2 NS5 methyltransferase capping enzyme assay, biochemical; higher % means a stronger effect; inhibition, % at 25 µM, or IC50 in µM where a hit was titrated; hit rate 0.3% among 340,000; in the data active means a potency from the dose series
NTR1 ag = agonists of NTR1, primary screen, imaging, U2OS cells, beta-arrestin-GFP, high content (AID 493036). NTR1-U2OS beta-arrestin-GFP spot imaging, agonist mode. hit rate 0.17% among 330,000. activation, % at 20 µM;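 active means activation at or above 40% of the spot to cytoplasm intensity ratio, with at least 20 cells analyzed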;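 further: 0% = DMSO without peptide and 100% = 100 nM NTR1 peptide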
Target sequence (P30989 whole entry, looked up): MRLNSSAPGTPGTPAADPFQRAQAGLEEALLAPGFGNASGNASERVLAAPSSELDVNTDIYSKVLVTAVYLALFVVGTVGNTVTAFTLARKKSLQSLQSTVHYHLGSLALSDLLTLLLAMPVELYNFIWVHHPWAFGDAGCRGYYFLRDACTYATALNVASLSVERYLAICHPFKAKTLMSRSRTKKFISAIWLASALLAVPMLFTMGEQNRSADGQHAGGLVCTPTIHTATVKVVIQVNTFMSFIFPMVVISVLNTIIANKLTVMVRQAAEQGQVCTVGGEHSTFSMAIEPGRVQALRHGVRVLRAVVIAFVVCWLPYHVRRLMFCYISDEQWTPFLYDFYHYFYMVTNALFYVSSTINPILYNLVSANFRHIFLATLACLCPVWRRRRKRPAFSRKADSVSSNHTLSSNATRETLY
K1F lysis inhibition = inhibition of K1F phage lysis, E. coli UTI89, bacterial capsule biogenesis inhibitors, alamar blue (AID 488966); inhibition, % at 100 µM; hits with a dose series show IC50 in µM; hit rate 0.02% among 340,000; E. coli UTI89 K1F phage lysis, alamar blue, 2 h; higher % means a stronger effect;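 active means phage lysis inhibition, versus mean bacterial control, above a set limit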;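 further: capsule biogenesis inhibitors block K1F phage lysis so surviving cells raise fluorescence; higher fluorescence means more inhibition of phage lysis; actives were called in the ten point dose series up to 300 µM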
NTR1 ag cell count 20 µM = further read-out of NTR1 ag, marked with its call; cell count; measured here: cell count, cytotoxicity flag
Dengue-2 NS5 capping pilot replicate = also measured in Dengue-2 NS5 capping; calls as there; inhibition, %; measured here: pilot screen replicate inhibition
* hit, by the source's call; [ ] = dose if it differs, or a comment.

SMILES	Dengue-2 NS5 capping	NTR1 ag	NTR1 ag cell count 20 µM	K1F lysis inhibition	others
C=CC[C@@H](CC(=O)N[C@H](CO)Cc1ccccc1)C(=O)N[C@@H](COC(=O)[C@@H](CC=C)Cc1ccc(F)cc1)Cc1c[nH]c2ccccc12	4.9%	0.0	76	-0.6%
CC(C)n1nc(C(=O)Nc2cccc(S(=O)(=O)N3CCCCC3)c2)c2ccccc2c1=O	-6.3%	0.6	52	0.4%[50 µM]
CC(C)(C)N1CC(C(=O)Nc2ccc(S(=O)(=O)N3CCCCC3)cc2)CC1=O (configuration not stated)	-5.8%	0.0	46	0.4%[50 µM]
CCOc1ccc2c(c1)OC1(CCC(C)C1)CC2=O (configuration not stated)	-4.1%	0.9	68	0.6%
CC(C)(C)OC(=O)NOCC(=O)N(Cc1ccccc1)CC(O)COc1ccccc1 (configuration not stated)	-11.4%	-1.0	39	-2.3%
CN(Cc1ccccc1)C(=O)c1ccc(NC(=O)Cc2cccc([N+](=O)[O-])c2)cc1	2.8%	0.8	54	0.2%
COCCN(C(=O)COC(=O)c1ccc(C)o1)c1c(N)n(Cc2ccccc2)c(=O)[nH]c1=O	2.2%	-0.7	67	-1.0%
COc1cccc(NC(=O)c2ccccc2OCc2c(C)noc2C)c1	2.2%	-0.6	67	0.2%[50 µM]
CCOc1cc(N2CCOCC2)c(OCC)cc1NC(=O)c1ccc2ncsc2c1	4.6%	-0.6	42	0.4%[50 µM]
O=C(CC(=O)Nc1ccccc1)Nc1ccccc1	-0.8%	1.9	54	0.4%
CC(=O)N1CCN(c2ccc(NCc3ccc(Br)o3)cc2)CC1	39.8%	0.5	57	3.5%
OC[C@H]1O[C@H](OCCc2ccc(O)cc2)[C@H](O)[C@@H](O)[C@@H]1O	2.0%	-3.5	48	1.3%
COc1ccc(NC(=O)Nc2cccc3c2O[C@@H](CN(C)S(=O)(=O)c2cn(C)cn2)[C@@H](C)CN([C@H](C)CO)C3=O)cc1	-62.7%	5.0	54	1.1%
Cc1ccc(NC(=O)c2nc[nH]c2C(=O)N(C)Cc2ccccc2)cc1	-4.0%	0.3	60	0.8%
NS(=O)(=O)c1cccc(NC(=O)c2ccc(S(=O)(=O)N3CCCCCC3)cc2)c1	-0.7%	-2.8	63	0.3%[50 µM]
O=C(/C=C/c1cccs1)N1CCC2(CC1)Oc1ccc(Cl)cc1C(=O)C21CC(c2ccc(Cl)cc2)=NO1 (configuration not stated)	-0.7%	2.4	86	1.0%
COc1ccc(NS(=O)(=O)c2cc(NC(=O)COc3ccc(OC)cc3)ccc2N2CCOCC2)cc1	-10.8%	-0.2	70	0.3%[50 µM]
Cc1ccc(S(=O)(=O)NCc2ccccc2)cc1C(=O)N1CCN(c2ccccc2)CC1	-3.6%	-2.4	62	0.3%[50 µM]
Cc1ccc(S(=O)(=O)N2CCCCC2)cc1C(=O)OCC(=O)N1c2ccccc2NC(=O)C1(C)C	0.0%	2.6	86	-2.6%
CCOc1ccc(CCNC(=O)c2cccc(-n3cnnn3)c2)cc1OCC	-13.1%	-1.8	73	-0.4%
Cc1ccc(NC(=O)COC(=O)c2ccc(NC(=O)CC#N)cc2)cc1S(=O)(=O)N1CCOCC1	0.4%	0.5	44	-1.9%
Cc1cc(C)n2nc(C(=O)Nc3cccc(S(=O)(=O)N4CCOCC4)c3)nc2n1	-4.3%	-1.1	60	0.9%[50 µM]
NC(=O)C1CCN(C(=O)C2CCN(C(=O)Nc3ccccc3)CC2)CC1	-8.8%	-0.7	63	1.8%[50 µM]
COc1ccc(N2CCN(C(=O)CSc3ncnc4scc(-c5ccc(C)cc5)c34)CC2)cc1	-4.1%	1.9	73	0.3%	Dengue-2 NS5 capping pilot replicate=-0.8
CCc1ccc(N2CC(C(=O)OCC(=O)c3c(N)n(CC(C)C)c(=O)n(C)c3=O)CC2=O)cc1 (configuration not stated)	-7.2%	-0.2	62	0.6%[50 µM]
C1=C[C@H]2CC[C@@H]1N(c1ccccc1)O2	-2.3%	3.4	67	0.4%	Dengue-2 NS5 capping pilot replicate=1.5
Cc1ccc(S(=O)(=O)Nc2ccc3cn[nH]c3c2)c(C)c1	4.6%	2.8	53	0.6%[50 µM]
N#CCSc1ccccc1NC(=O)COc1ccc(-c2nnco2)cc1	0.7%	-2.1	69	-0.1%
CCOC(=O)c1ccc(S(=O)(=O)NC2CCC(C)CC2)cc1 (configuration not stated)	2.2%	0.1	58	-1.0%[50 µM]
COc1cccc(N2CCN(CC(=O)Nc3ccnn3C3CCCC3)CC2)c1	0.0%	0.3	62	0.6%[50 µM]
CCCc1cc(C(=O)OCC(=O)N(CCC)c2c(N)n(Cc3ccccc3)c(=O)[nH]c2=O)sc1C	0.0%	3.0	51	0.9%[50 µM]
CC(C)Cn1c(SCC(=O)Nc2ccc3[nH]c(=O)[nH]c3c2)nc2ccccc2c1=O	-2.2%	0.2	73	0.1%[50 µM]
CCN(CC(=O)NCc1cccs1)C(=O)COc1ccccc1C#N	-8.5%	1.3	48	0.7%[50 µM]
O=C(CSc1nc(=O)n2ccccc2n1)NCCc1ccccc1	-6.5%	0.5	49	1.8%[50 µM]
CCc1ccccc1NC(=O)CN1CCN(C(=O)c2cccc(-n3cnnn3)c2)CC1	-1.5%	2.6	59	0.4%[50 µM]
COc1cc(-c2ccccc2)[nH]c(=S)n1	-17.1%	3.6	58	0.3%
CCOC(=O)C1CCN(C(=O)COC(=O)c2ccccc2OCC)CC1	8.9%	-0.2	56	0.4%
COC(=O)CCN1CCN(S(=O)(=O)c2ccc3c(c2)OCCO3)CC1	-5.3%	-2.0	44	0.9%[50 µM]
CN(Cc1ccccc1)C(=O)COC(=O)c1ccc(-n2cnnn2)cc1	-6.5%	-0.6	51	1.5%[50 µM]
CC(C)CC(c1nnnn1C(C)C)N1CCN(C(=O)c2ccco2)CC1 (configuration not stated)	4.4%	0.2	89	0.8%[50 µM]
CC1=C(C(N)=O)C(c2cccs2)n2nc(-c3cccc(C)c3)nc2N1 (configuration not stated)	3.3%	-0.4	76	0.1%
Cn1c(N)c(C(=O)COC(=O)c2cc(S(=O)(=O)N3CCOCC3)ccc2F)c(=O)n(C)c1=O	-6.2%	29.5	56	0.5%[50 µM]
COc1ccc(CCNC(=O)COC(=O)c2cnc(Cl)c(Cl)c2)cc1	-4.5%	11.9	37	0.4%[50 µM]
Cc1c(S(=O)(=O)N(C)C2CCCCC2)c(=O)n(C)c(=O)n1C	4.4%	0.5	68	0.9%[50 µM]
COCCn1c(SC(C)C(=O)Nc2ccc(N3CCOCC3)cc2)nnc1-c1ccncc1 (configuration not stated)	-3.7%	1.2	54	2.1%[50 µM]
CC(OC(=O)Cn1cc(C(F)(F)F)ccc1=O)C(=O)NC(C)c1ccc(Cl)cc1Cl (configuration not stated)	-1.6%	-1.4	59	0.9%[50 µM]
O=C(CN(Cc1ccco1)C(=O)c1ccc(F)cc1)Nc1ccccc1Br	-10.7%	-2.3	58	-0.1%[50 µM]
O=C(COc1ccccc1Cl)NNC(=O)Cn1[nH]c(=O)c2ccccc2c1=O	0.0%	1.5	59	0.9%[50 µM]
C=CCN1C(=O)c2ccc(C(=O)OCC(=O)Nc3ccccc3OC)cc2C1=O	4.4%	4.9	77	1.0%[50 µM]
CCc1cc(C(=O)NCC(C)(C)N2CCOCC2)sc1C	-1.5%	-2.3	35	0.9%[50 µM]
O=C(CNc1cccc(S(=O)(=O)N2CCCC2)c1)Nc1ccc(C(F)(F)F)cc1	-5.1%	2.3	59	0.0%[50 µM]
Cc1ccccc1NC(=O)Cc1nc(COC(=O)c2ccc(Cl)nc2)cs1	2.2%	0.2	71	0.6%[50 µM]
C[C@H]1CN([C@@H](C)CO)C(=O)c2cccc(NC(=O)C3CC3)c2O[C@H]1CN(C)Cc1ccc(C(F)(F)F)cc1	-6.8%	-2.9	52	1.8%
Cn1c(N)c(C(=O)COC(=O)c2ccc(OC(F)F)cc2)c(=O)n(C)c1=O	1.5%	2.1	53	0.8%[50 µM]
O=C(COC(=O)c1cccc(Cl)c1)Nc1cccc(S(=O)(=O)NC2=NCCC2)c1	9.6%	-0.7	45	0.6%[50 µM]
COc1cc2cc(CCOC(=O)c3ccc(C#N)cc3)oc(=O)c2cc1OC	1.6%	0.9	57	2.3%
CC1CC(C)CN(C(=O)C(Cc2ccccc2)NC(=O)c2ccccc2)C1 (configuration not stated)	0.0%	0.6	56	0.2%[50 µM]
CC1(C)NC(=O)N(CC(=O)N2CCN(S(=O)(=O)c3ccccc3C(F)(F)F)CC2)C1=O	-0.8%	2.3	62	0.6%[50 µM]
Cc1ccc(S(=O)(=O)NCCC(=O)NCC(c2cccs2)N(C)C)cc1 (configuration not stated)	-1.1%	-3.4	32	0.5%[50 µM]
CN(c1ccccc1)S(=O)(=O)c1ccc(NC(=O)c2ccccc2C(=O)O)cc1	-5.4%	-0.4	59	0.0%

New compounds follow.
SMILES	Dengue-2 NS5 capping	NTR1 ag	NTR1 ag cell count 20 µM	K1F lysis inhibition	others
COc1cccc(NC(=O)CN(C)CC(=O)NCc2ccc(F)cc2)c1	-1.9%	-0.9	47	-0.9%
COc1ccc(CCNS(=O)(=O)c2cc3c4c(c2)CCN4C(=O)CC3)cc1OC	-3.7%	0.5	60	0.1%[50 µM]
COc1ccc(CN(C)C(=O)CSc2nnc(C3CC3)n2C2CC2)cc1	-1.4%	-1.4	57	1.2%[50 µM]
Cc1csc(NC(=O)c2c(-c3c(F)cccc3Cl)noc2C)n1	0.0%	1.2	55	0.1%[50 µM]
O=C(NCCC1CCCCN1S(=O)(=O)c1cccs1)C(=O)Nc1ccccc1 (configuration not stated)	-6.7%	0.8	53	-0.3%
COc1ccccc1C(=O)NCCC(=O)Nc1cccc(S(=O)(=O)N2CCCC2)c1	4.6%	0.8	59	1.5%[50 µM]
Clc1nc2ccccc2cc1-c1nnn(-c2ccccc2Br)n1	-7.9%	-0.4	65	0.4%
CC(C)c1ccc(C2(C)NC(=O)N(CC(=O)NC3(C#N)CCCC3)C2=O)cc1 (configuration not stated)	-6.3%	5.1	56	0.4%[50 µM]
CCC1(c2ccccc2)NC(=O)N(CC(=O)Nc2ccc3c(C)cc(=O)oc3c2)C1=O (configuration not stated)	0.0%	0.3	58	-1.6%
COc1cccc(C(=O)O[C@@H]2[C@H](Cc3ccccc3)NS(=O)(=O)[C@H]3C[C@@H]4C=C[C@]23O4)c1	-9.6%	-0.4	67	1.5%
CCNC(=O)N(CC)C[C@H]1N[C@@](C)(C(=O)OC)[C@H]2C(=O)N(Cc3ccccc3)C(=O)[C@@H]12	5.6%	1.4	72	0.3%	Dengue-2 NS5 capping pilot replicate=0.0
CCc1c(C#N)c(=O)[nH]c(=O)n1-c1ccccc1	-3.9%	-0.6	46	-1.1%
CCC(C)CCN1CCN=C1Nc1ccccc1 (configuration not stated)	-4.9%	0.7	80	4.7%
COc1cc(CC(=O)N(CC(C)C)C2CCS(=O)(=O)C2)cc(OC)c1OC (configuration not stated)	4.3%	7.0	56	0.8%
O=C(C[C@H]1C[C@H](C(=O)N2CCOCC2)[C@@]2(CCC3CCCC3)c3[nH]c4ccc(Cl)cc4c3CCN2C1=O)NCCN1CCOCC1	-1.3%	1.0	52	-0.2%
CCN(CC)S(=O)(=O)c1ccc2[nH]c(=O)cc(C(=O)NCC3CCCO3)c2c1 (configuration not stated)	-6.6%	0.5	55	1.1%[50 µM]
C[C@H]1NS(=O)(=O)c2ccc(Br)cc2O[C@H]1c1ccccc1	-0.7%	0.8	49	-0.1%	Dengue-2 NS5 capping pilot replicate=3.7
Cc1cccc(C)c1NC(=O)CSc1ncnc2[nH]ncc12	-1.6%	2.4	51	-2.8%
CCN(C(=O)CSc1nnnn1-c1ccc(Cl)cc1)C1CCS(=O)(=O)C1 (configuration not stated)	-12.6%	-1.4	65	0.6%[50 µM]
Cc1cc(NC(=O)COc2coc(CN3CCN(c4ccccc4)CC3)cc2=O)no1	2.9%	0.2	60	0.6%[50 µM]
C[C@H](NC(=O)c1nc[nH]c1C(=O)N1CCNCC1)C(=O)OCc1ccccc1	-6.5%	-4.2	66	1.6%
CCN(CC)C(=O)c1[nH]cnc1C(=O)Nc1ccccc1	-2.4%	2.4	44	0.6%

Only part of the results is shown, so the mix of outcomes need not match the whole.
